ALOX12 inh = Primary qHTS assay for inhibitors of human arachidonate 12S-lipoxygenase (ALOX12): Round 2 | AID 1671190, 2021 | 580,000 tested, 1.1% active | Polyunsaturated fatty acid lipoxygenase ALOX12 (Homo sapiens), P18054 | Potency, µM (series often up to 108 µM), inactives show at the top dose activity change, negative = inhibition, hits mostly inhibitors | purified 12hLO, xylenol orange hydroperoxide absorbance; note: % is set by controls: 0 for no effect and ±100 for the full control effect
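Hydroperoxide product was detected by ferrous iron/xylenol orange as the 573 to 405 nm absorbance ratio. Arachidonic acid at 40 uM (final) was turned over for 30 min at room temperature by 150 nM human 12hLO, pH 7.0 Hepes buffer, after 15 min compound preincubation.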
RGS4 inh = Inhibitors of Regulator of G Protein Signaling (RGS) 4: qHTS; Transcreener GDP fluorescence polarization, RGS4-accelerated GTP hydrolysis; Regulator of G-protein signaling 4 (Homo sapiens), P49798; 390,000 tested, 0.039% active; Potency, µM (doses to about 114 µM), for inactives: at the highest dose activity change, negative = inhibition, hits mostly inhibitors; note: % is set by controls: 0 for no effect and ±100 for the full control effect; nearly all actives have a fitted effect of over 75% in size; some results filed as inactive show a strong effect at the top dose
Target sequence (P49798 whole entry, looked up): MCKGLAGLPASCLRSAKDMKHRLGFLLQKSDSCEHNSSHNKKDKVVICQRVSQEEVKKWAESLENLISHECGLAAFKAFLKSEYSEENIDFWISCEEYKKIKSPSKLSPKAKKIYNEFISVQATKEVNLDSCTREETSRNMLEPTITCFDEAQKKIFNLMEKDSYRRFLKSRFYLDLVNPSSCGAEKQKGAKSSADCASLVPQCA
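MLSMR compounds (23 nl, pin-transferred) preincubated 10 min at room temperature with a 500nM (2x) first reagent, then RGS4 at 900nM (2x) plus Transcreener GDP mix added; fluorescence polarization (620/688 nm) read before and after 90 min at 30 °C.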
JMJD2A Tudor inh = qHTS Assay for Inhibitors of JMJD2A-Tudor Domain. Lysine-specific demethylase 4A (Homo sapiens), O75164. AlphaScreen JMJD2A-Tudor / H3K4me3 peptide binding. Potency, µM (doses to about 114 µM), inactives show at the highest dose activity change, negative = inhibition, most hits filed as inhibitors. 390,000 tested, 4.4% active; note: % is set by controls: 0 for no effect and ±100 for the full control effect; nearly all actives have a fitted effect of over 50% in size
TrxR1 inh = qHTS Assay for Inhibitors of Mammalian Selenoprotein Thioredoxin Reductase 1 (TrxR1): qHTS. Thioredoxin reductase 1, cytoplasmic (Rattus norvegicus), O89049. recombinant rTrxR1, NADPH fluorescence consumption, selenite substrate. Potency, µM (highest dose often 114 µM), without a hit: at the top dose activity change, negative = inhibition, most hits filed as inhibitors. 390,000 tested, 1% active. AID 588453, 2011; note: % is set by controls: 0 for no effect and ±100 for the full control effect; nearly all actives have a fitted effect of over 65% in size
Target sequence (O89049 whole entry, looked up): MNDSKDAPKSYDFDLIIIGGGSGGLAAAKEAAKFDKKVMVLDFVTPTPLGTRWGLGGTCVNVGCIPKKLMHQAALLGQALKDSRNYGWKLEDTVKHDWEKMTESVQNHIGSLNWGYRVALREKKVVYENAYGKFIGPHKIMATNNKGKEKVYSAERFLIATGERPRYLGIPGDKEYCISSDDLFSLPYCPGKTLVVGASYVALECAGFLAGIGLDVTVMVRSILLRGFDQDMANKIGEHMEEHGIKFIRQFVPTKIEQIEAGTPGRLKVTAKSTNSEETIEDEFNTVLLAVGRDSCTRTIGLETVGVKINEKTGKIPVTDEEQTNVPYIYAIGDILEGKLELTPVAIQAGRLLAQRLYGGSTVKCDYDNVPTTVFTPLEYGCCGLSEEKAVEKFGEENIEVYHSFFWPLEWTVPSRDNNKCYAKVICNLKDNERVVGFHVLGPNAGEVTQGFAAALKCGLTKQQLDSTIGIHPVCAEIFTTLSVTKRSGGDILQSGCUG
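Rat TrxR1 (90 nM in the dispensed reagent) was pre-reduced with 400 uM NADPH for 5 min at room temperature, then incubated with compound for 15 min. After 400 uM selenite was added, NADPH fluorescence (Ex 340/Em 450 nm) was followed for 8 min.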
HP1b chromo inh = HTS for Inhibitors of HP1-beta Chromodomain Interactions with Methylated Histone Tails. AlphaScreen HP1-beta / biotin-H3K9me3 peptide binding. Potency, µM (top dose mostly 114 µM), inactives show at the highest dose activity change, negative = inhibition, usual class: inhibitors. 390,000 tested, 0.56% active. AID 540317, 2011; note: nearly all actives have a fitted effect of over 70% in size; inactives centre near 23
Target sequence (P83916 whole entry, looked up): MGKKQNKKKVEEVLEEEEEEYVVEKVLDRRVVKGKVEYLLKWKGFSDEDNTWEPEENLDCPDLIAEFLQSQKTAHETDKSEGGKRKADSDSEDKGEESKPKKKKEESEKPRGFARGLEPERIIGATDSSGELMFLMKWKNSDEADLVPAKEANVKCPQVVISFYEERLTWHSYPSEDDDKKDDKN
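Compound inhibition of the preformed complex between 50 nM HP1-beta and 50 nM biotinylated H3K9me3 peptide was read by AlphaScreen. Buffer was PBS pH 7.4 with 0.01% Tween-20. Incubations ran 30 min at room temperature, with 10 ug/mL donor/acceptor beads.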
Pin1 inh = qHTS Assay to Find Inhibitors of Pin1. Peptidyl-prolyl cis-trans isomerase NIMA-interacting 1 (Homo sapiens), Q13526. Pin1 FP peptide displacement, HiFluor488, 10 min. Potency, µM (highest dose often 115 µM), inactives show at the highest dose activity, negative = inhibition, actives largely listed as inhibitors. 390,000 tested, 0.009% active; active = well fitted inhibition curve with a large enough effect in the polarisation, with a control signal flat, not every such curve was filed as active; inconclusive = small, poorly fitted or top-dose-only effect, or effect the other way, or a change in a side signal; inactive = no such curve, though single readings can be large or run the other way; the % refers to the polarisation; note: % is set by controls: 0 for no effect and ±100 for the full control effect
Target sequence (Q13526 whole entry, looked up): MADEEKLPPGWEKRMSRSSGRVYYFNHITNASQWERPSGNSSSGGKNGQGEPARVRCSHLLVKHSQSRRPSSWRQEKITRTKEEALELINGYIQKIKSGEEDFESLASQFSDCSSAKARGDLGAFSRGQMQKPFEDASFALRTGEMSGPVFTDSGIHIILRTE
ERG-DNA inh = qHTS for Small Molecule Inhibitors of the ERG Ets/DNA interaction; Transcriptional regulator ERG (Homo sapiens), P11308; AID 624246, 2012; fluorescence polarization, His-ERG Ets domain / labelled DNA; Potency, µM (series often up to 76.9 µM), for inactives: top-dose FP activity, negative = inhibition, usual class: inhibitors; 370,000 tested, 0.028% active; active = well fitted inhibition curve with a large enough effect in the polarisation, with a control signal flat; inconclusive = small, poorly fitted or top-dose-only effect, or effect the other way, or a change in a side signal; inactive = no such curve, though single readings can be large or run the other way; the % refers to the polarisation;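 note: polarization taken with two DNA probes labelled with fluorescein and Texas red; % of control where 0% means no effect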
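His-tagged ERG Ets domain (1 uM in the protein solution; 300mM KCl, 50mM Tris-HCl, 1mM EDTA, 1mM DTT, pH 7.5) received compound, then a probe mix of 5 nM fluorescein-DNA and 100nM Texas-615-DNA. Fluorescence polarization was read for both dyes.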
Tb PGK inh = qHTS Assay to Find Inhibitors of Phosphoglycerate Kinase; Phosphoglycerate kinase, glycosomal (Trypanosoma brucei brucei), P07378; PGK/GAPDH coupled, Kinase-Glo luminescence, 60 min; Potency, µM (titrated, usually from 57.5 µM), inactives show at the top dose activity change, negative = inhibition, usual class: inhibitors; 380,000 tested, 0.043% active; AID 602233, 2012; note: % is set by controls: 0 for no effect and ±100 for the full control effect; nearly all actives have a fitted effect of over 60% in size
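Luminescent ATP detection (Kinase-Glo Plus) follows a 60-minute room-temperature incubation, with wells lacking PGK as controls. Buffer: 100 mM TEA (pH 7.6), 5 mM MgCl2, 0.01% Tween-20. Coupling enzyme GAPDH (100 nM final) supplies unstable 1,3-BPG in-well.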
GLS inh = qHTS for Inhibitors of Glutaminase (GLS). Glutaminase kidney isoform, mitochondrial (Homo sapiens), O94925. GLS enzymatic activity, qHTS titration. Potency, µM (doses to about 45.5 µM), for inactives: at the highest dose activity change, negative = inhibition, most hits filed as inhibitors. 410,000 tested, 0.21% active; note: % is set by controls: 0 for no effect and ±100 for the full control effect
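Human kidney-isoform GLS in 45 mM KH2PO4 pH 8.2, 0.02% Tween-20, with compound, started with 1mM L-Glutamine (added stock). Glutamate oxidase/HRP/Amplex red coupled fluorescence read at start and after 30 min at RT.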
Starred values were filed as active, the others as inactive; i = inactive; ? = inconclusive; · = no result given; & = joins results of further samples; [ ] = another dose, or the depositor's remark. Unless noted, calls come from the whole dose curve; as a rule, active = well fitted curve in the direction sought with a large enough effect; inconclusive = small, poorly fitted or top-dose-only effect, or another doubt; inactive = no such curve, though single readings can be large; an effect the other way counts as inactive or inconclusive. Potency is the fitted concentration of half-maximal effect.

SMILES	ALOX12 inh	RGS4 inh	JMJD2A Tudor inh	TrxR1 inh	HP1b chromo inh	Pin1 inh	ERG-DNA inh	Tb PGK inh	GLS inh
CC1CCCC(NC(=O)COC(=O)COc2ccccc2Cl)C1C (configuration not stated)	-10%	-19%	-7%[57.1 µM]	27%[57.1 µM]	35%	0%	-1%	-9%	-3%
FC(F)(F)Sc1ccc(NC(=S)NCc2ccccc2)cc1	40µM*	-32%	37%[activator]	-4%	104%[activator]	2%	-3%	i	-3%
O=C(NCCS(=O)(=O)N1CCN(c2ccccc2F)CC1)c1ccco1	-16%	-11%	-16%	-12%	18%	-4%	-2%	-8%	-2%
O=C(NCc1ccccc1)C1(c2cccc(F)c2)CCCC1	-16%	-35%[56.9 µM]	6%	11%	21%	4%	-2%	-3%	2%
CCc1cccc(NC(=O)CC2Oc3ccc(C)cc3NC2=O)c1 (configuration not stated)	-29%	25%	1%	16%	7%	6%	4%	7%	-13%
CN1CCN(/N=C/c2ccc(OCc3ccccc3)cc2)CC1	0%	10%	?	16%	-16%	-3%	-4%	-9%	20%
CC(CN1CCN(C)CC1)OC(=O)c1cccc(Cl)c1 (configuration not stated)	?	11%	-6%	7%	-5%	1%	-4%	i	2%
CC1CC(C)CN(C(=O)c2cccc(S(=O)(=O)Nc3cc(C(F)(F)F)ccc3Cl)c2)C1 (configuration not stated)	-9%	10%	-17%	14%	26%	-2%	-5%	?	14%
Cc1ccc(S(=O)(=O)N(C(=O)c2ccncc2)c2ccc(OC(=O)c3ccncc3)cc2)c(C)c1	-24%	-8%	-28%	?	17%	0%	10%	-7%	14%
COC(=O)C1Cc2ccccc2CN1S(=O)(=O)c1ccc(F)cc1 (configuration not stated)	3%	8%	-5%	22%[57.1 µM]	49%[activator]	1%	8%	i	13%
COc1ccc2c(c1)C1=NN(/C(C)=C/C(C)=O)C(c3cccc(F)c3)C1CC2 (configuration not stated)	-21%	-41%	?	-15%	-13%	35%[activator]	7%	-2%	-2%
CCOC(=O)C1(CCOc2ccccc2)CCN(Cc2cccc3c2OCO3)CC1	-3%	-11%	-14%	30%[57.1 µM]	31%	0%	14%	i	6%
COc1ccc(N(CC(=O)NCCSc2ccccn2)S(=O)(=O)c2ccccc2)c(OC)c1	-8%	-1%	-6%	18%[57.1 µM]	21%	-4%	-9%	-9%	-12%
Cc1nn(C(=O)c2cc([N+](=O)[O-])ccc2Cl)c(C)c1Br	?	-3%	?	19%	-19%	4%	4%	2%	2%
O=C(COC(=O)/C=C/c1ccc(S(=O)(=O)N2CCc3ccccc32)cc1)NC1CCS(=O)(=O)C1 (configuration not stated)	9%	9%	-26%	24%[57.1 µM]	12%	-9%	7%	-9%	2%
CCCOc1ccc(C(=O)Nc2ccc(NC(=O)c3ccc(Br)cc3)cc2)cc1	?	14%	-14%	23%	10%	-8%	0%	-2%	0%
CC1(C)CC(=O)c2sc(NS(=O)(=O)c3ccccc3)nc2C1	-26%	3%	-27%[57.1 µM]	9%[57.1 µM]	26%	-9%	2%	-5%	2%
COc1ccc(NC(=O)CS(=O)c2ccc(Cl)c(Cl)c2)cc1 (configuration not stated)	2%	5%	-13%	-3%	35%	2%	8%	-10%	-3%
O=C(CSc1nn(-c2ccc(F)cc2)c(=S)s1)N1CCN(C(=O)c2ccco2)CC1	-4%	-21%	-25%	12%	36%[activator]	12%	·	-8%	3%
CCN(CC)CCNC(=O)c1ccc(NC(=O)c2ccc(S(=O)(=O)N(C)c3ccccc3OC)cc2)cc1	168%[activator]	20%	-26%	-10%	-7%	-1%	-21%	4%	11%
Cc1cccc(OCC(O)CN2CCNCC2)c1 (configuration not stated)	?	-23%	-9%	-20%	37%	1%	7%	8%	6%
CCOC(=O)C1=C(C)NC(C)=C(C(=O)OCC)C1c1ccccn1	?	-3%	-15%	5%[57.1 µM]	47%	-2%	5%	-5%	21%&-4%
CCOC(=O)Cn1nc(-c2ccccc2)ccc1=O	0%	-9%	-5%	13%	49%[activator]	4%	1%	-3%	-2%
COCCn1c(C)cc(O)c(C(c2ccccc2)N2CCN(CCO)CC2)c1=O (configuration not stated)	-9%	-10%	2%	?	23%[57 µM]	-2%	-5%	-9%	6%
CNS(=O)(=O)c1cccc(C(=O)OCC(=O)Nc2ccc(Cl)cn2)c1	?	10%	-7%	19%	10%	-3%	-1%	i	6%
CC(=O)Nc1cccc(/C(C)=N/NC(=O)c2ccc(O)cc2)c1	0%	0%	6%	1%	23%	3%	-1%	-1%	17%
O=C(CCOc1ccccc1)Nc1nnc(-c2ccc3c(c2)OCCO3)o1	0%	-17%	5%	26%[57.1 µM]	47%[activator]	1%	10%	i	-8%
CC1CCCN(C(=O)Cc2cn(Cc3cccc(Cl)c3)c3ccccc23)C1 (configuration not stated)	-24%	-12%	-26%	-3%	12%	10%	2%	i	-10%
COCCN(CCOC)C(=O)c1cc2c(=O)n3ccccc3nc2n1C	-18%	-3%	-27%	-2%	11%	7%	1%	14%	-9%
CCOC(=O)c1c(NC(=O)CSc2ncn[nH]2)sc(C(C)=O)c1C	432%[activator]	-13%	-12%	19%	36%	3%	4%	i	3%
O=C(NCCSc1c[nH]c2ccccc12)c1ccc2c(c1)OCO2	-4%	-12%	-15%	7%[57.1 µM]	11%	-4%	2%	-3%	-2%
O=C(Nc1ccccc1)OCc1cncs1	-11%	10%	-1%	13%	27%	3%	-2%	-7%	-12%
COC(c1ccccc1)c1nnc(CCC(=O)NC2C3CC4CC(C3)CC2C4)o1 (configuration not stated)	0%	-1%	-5%	27%	34%[activator]	7%	0%	-11%	1%
CCOC(=O)C1=C(C)OC(N)=C(C#N)C1c1cccc(C)c1 (configuration not stated)	?	-26%	-18%	-38%	16%	2%	0%	-2%	2%
COc1ccccc1/C=N/NC(=O)c1c(-c2ccccc2)noc1C	2%	-9%	-16%	12%	27%	6%	31%[activator]	i	6%
Cc1ccc(-n2nnnc2-c2ccccc2Br)cc1	41%[activator]	0%	2%	5%	44%[activator]	1%	-10%	-13%	1%
CCCCSc1nnc2c(n1)OC(c1ccc(Br)s1)Nc1ccccc1-2 (configuration not stated)	?	-27%	?	?	-16%	-26%	-9%	-5%	-2%
CC(=O)Oc1cccc(N2C(=O)c3ccc(C(=O)Nc4c[nH]c(=O)[nH]c4=O)cc3C2=O)c1	·	-10%	-5%	-8%	39%[activator]	-2%	7%	-3%	-8%
CC(=O)Nc1ccc2nc(SCCOc3cc(C)cc(C)c3)sc2c1	?	13%	-20%	-7%	52%[activator]	?	-2%	12%	4%
O=c1c2cc(Br)ccc2[nH]c(=S)n1Cc1ccccn1	-21%	-50%	-8%	-16%	47%[activator]	-3%	17%	-5%	5%
CCc1ccc(NC(=O)CSc2nc3c(sc4ccccc43)c(=O)n2CCCOC(C)C)cc1	-40%	-21%	-24%	15%[57.1 µM]	46%[activator]	-2%	1%	-3%	3%
O=C(OCCO)c1cc(Cl)c(C(=O)OCCO)cc1Cl	31%[activator]	5%	-17%	7%	58%[activator]	-1%	-3%	1%	8%
CN(CC(=O)Nc1c(Cl)cccc1Cl)C(=O)CCNS(=O)(=O)c1ccccc1C(F)(F)F	-19%	-1%	-15%	-8%	-9%	2%	·	3%	3%
CCCSc1nc(NCc2ccco2)c2c3c(sc2n1)COC(C)(CC)C3 (configuration not stated)	-22%	-10%	-15%	-20%	21%	12%	-5%	-11%	0%
Cc1cc(=O)oc(C)c1C(=O)Nc1ccc2ncccc2c1	0%	-22%	-18%	-2%	47%[activator]	?	1%	i	0%
N/C(=N\OC(=O)CCC1CCCC1)c1ccncc1	-7%	9%	-8%	-2%[57.1 µM]	45%[activator]	9%	3%	0%	7%
CCOC(=O)Cn1c(=O)n(C2CCCCC2)c2nc(-c3ccccc3Cl)nc(C(N)=O)c21	-10%	-4%	-18%	5%[57.1 µM]	20%[57 µM]	7%	0%	-10%	2%

Quoted at random: 2 compounds from above.
SMILES	ALOX12 inh	RGS4 inh	JMJD2A Tudor inh	TrxR1 inh	HP1b chromo inh	Pin1 inh	ERG-DNA inh	Tb PGK inh	GLS inh
Cc1cc(=O)oc(C)c1C(=O)Nc1ccc2ncccc2c1	0%	-22%	-18%	-2%	47%[activator]	?	1%	i	0%
N/C(=N\OC(=O)CCC1CCCC1)c1ccncc1	-7%	9%	-8%	-2%[57.1 µM]	45%[activator]	9%	3%	0%	7%

Not all compounds are listed; count on the stated rates, not on these rows.
